From PubChem BioAssay
MITF TRPM1 HTS: activators of MITF-driven TRPM1 promoter activity in SK-MEL-5 cells | SK-MEL-5 TRPM1-promoter luciferase, 24 h; % of positive control, neutral wells = 0 | activation, % at 12.5 µM | hit rate 0.75% among 300,000 | AID 588334;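 active = mean activation of at least 80% with every replicate also reaching 80%; inconclusive = mean reaches 80% but some replicate falls short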;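 note: 0% = neutral control wells and 100% = parthenolide positive control wells; values of inactives mirror those of a sister screen read the other way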
NSD2 inh: blocks human histone methyltransferase NSD2. O96028. hit rate 0.54% among 310,000. NSD2 peptide methylation, AlphaScreen, 120 min. inhibition, % at 12.5 µM; in the data active = inhibition above about 50%
dFosB activator: mouse delta FosB homodimer activation; hit rate 0.99% among 340,000; activation, % at 25 µM; AID 493131; purified delta FosB, TAMRA-CDK5 oligo fluorescence polarization; percent of positive-control signal above neutral wells;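 active = mean activation above about 17%, with every replicate also reaching it, limit read from the data, passing the limit was not always enough; inconclusive = only one of the two conditions met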;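 note: fluorescence polarization rise as delta FosB binds a TAMRA Cdk5 AP-1 oligo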
Target sequence (P13346 whole entry, looked up): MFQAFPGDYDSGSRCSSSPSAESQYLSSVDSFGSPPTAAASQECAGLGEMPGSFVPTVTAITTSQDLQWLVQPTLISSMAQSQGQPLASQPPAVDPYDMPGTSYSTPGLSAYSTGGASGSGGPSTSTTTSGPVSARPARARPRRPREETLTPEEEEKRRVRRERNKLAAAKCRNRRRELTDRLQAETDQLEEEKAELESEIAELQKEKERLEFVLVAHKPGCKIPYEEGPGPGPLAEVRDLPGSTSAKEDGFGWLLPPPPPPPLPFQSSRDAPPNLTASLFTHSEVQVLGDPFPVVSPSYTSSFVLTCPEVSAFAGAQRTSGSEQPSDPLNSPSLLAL
PvdQ acylase: blocks Pseudomonas aeruginosa PvdQ acylase activity. purified PvdQ acylase, fluorescence plate reader. inhibition, % at 10 µM. hit rate 0.063% among 340,000. AID 488965; in the data active = inhibition above about 30%, passing the limit was not always enough; inconclusive = no clear call, values can overlap the other calls;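 note: 0% = vehicle neutral wells and 100% = reference inhibitor wells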
HTR5A inv ctr: inverse agonist of human HTR5A in OPRM1-OPRD1 counter-screen. hit rate 0.083% among 340,000. HTR5A cell line, luminescence, inverse agonism. inhibition, % at 9.3 µM; in the data active = inhibition mostly above about 23%, no sharp cut-off; inactive = mostly below about 18%;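 note: 0% = cells with DMSO and 100% = no-cell wells with DMSO; some compounds called inactive have numbers as strong as hits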
HTR5A ag ctr: counter-screen for OPRM1-OPRD1 agonists: human HTR5A agonism; activation, % at 9.3 µM; P47898; HTR5A agonist assay, luminescence, cell-based; hit rate 0.61% among 340,000; in the data active = activation mostly above about 9.5%, no sharp cut-off; inactive = mostly below about 7.6%;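 note: 0% = cells with vehicle only and 100% = reference agonist; strong numbers were not always called active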
CDK5 p35 inh: blocks human CDK5/p35 kinase activity; Q00535+Q15078; Recombinant CDK5/p35, ADP-Glo luminescence, 60 min; inhibition, % at 10 µM; hit rate 0.01% among 330,000;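 active = highest replicate inhibition of at least 50% and at least 75% of replicates reaching 50%; inconclusive = only one of the two criteria met; inactive = both criteria failed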;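 note: plate controls were DMSO neutral control for no effect and GW8510 at 10 µM for full effect; many of its hits are not listed in these tables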
SR-BI HDL uptake: blocks mouse SR-BI lipid uptake from DiI-HDL. Q61009. ldlA[mSR-BI] CHO cells, DiI-HDL uptake fluorescence, 3 h. inhibition, % at 12.5 µM. hit rate 0.96% among 320,000;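 active = mean replicate inhibition of at least 70% and a set share of replicates each scoring 70 or more; inconclusive = meets just one of the two criteria; inactive = fails both criteria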;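 note: 0% = median of neutral control wells and 100% = median of positive control wells; values of inactives mirror those of a sister screen read the other way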
Target sequence (Q61009 whole entry, looked up): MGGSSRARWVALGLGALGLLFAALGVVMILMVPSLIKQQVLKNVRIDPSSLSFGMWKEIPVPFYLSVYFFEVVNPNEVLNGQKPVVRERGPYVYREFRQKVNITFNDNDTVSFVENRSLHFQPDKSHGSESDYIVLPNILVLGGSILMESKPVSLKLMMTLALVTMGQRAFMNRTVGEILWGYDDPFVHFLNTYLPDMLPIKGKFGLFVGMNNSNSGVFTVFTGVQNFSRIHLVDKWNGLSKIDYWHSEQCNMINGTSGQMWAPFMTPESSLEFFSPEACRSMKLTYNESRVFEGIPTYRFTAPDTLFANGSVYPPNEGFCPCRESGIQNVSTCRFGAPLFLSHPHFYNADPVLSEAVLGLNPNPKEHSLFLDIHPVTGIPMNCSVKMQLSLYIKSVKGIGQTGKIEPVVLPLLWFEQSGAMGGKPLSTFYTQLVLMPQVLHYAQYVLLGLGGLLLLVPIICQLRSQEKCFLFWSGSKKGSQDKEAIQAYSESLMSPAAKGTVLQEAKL
V-ATPase pHluor: regulators of yeast V-ATPase proton transport. S. cerevisiae, pHLuorin cytosolic pH fluorescence. response, % at 10 µM. hit rate 0.37% among 350,000. AID 504577; in the data active = response mostly above about 7.3%, no sharp cut-off; inactive = mostly below about 5.4%; note: actives read high; inactives centre near 0; some compounds called inactive have numbers as strong as hits; reference of the scale not given here
Wnt bcat act: Wnt/beta-catenin pathway activation; Wnt/beta-catenin reporter cell assay, activator, plate reader; activation, % at 9.35 µM; hit rate 1.2% among 300,000; AID 743398; in the data active = activation above about 30%, passing the limit was not always enough; inconclusive = no clear call, values can overlap the other calls;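 note: 0% = neutral control wells and 100% = positive control wells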
* marks the source's active call; other numbers are inactive results; ? = inconclusive; . = not tested or not shown. The order is random; about 5% have a hit in one of these screens.

SMILES	MITF TRPM1 HTS	NSD2 inh	dFosB activator	PvdQ acylase	HTR5A inv ctr	HTR5A ag ctr	CDK5 p35 inh	SR-BI HDL uptake	V-ATPase pHluor	Wnt bcat act
Cc1ccc(CNS(=O)(=O)c2ccc(C(C)(C)C)cc2)n1C	-7	1	-11	1	-9	3	1.5	-5	-2	.
COc1ccc([N+](=O)[O-])cc1NC(=O)C(C)OC(=O)C1CCCC1 (centres undefined)	7	.	-2	3	-1	0	-0.4	-10	-3	0
CCOC(=O)c1cc(-c2ccc(N3CCOCC3)cc2)nn1-c1ccc(F)cc1F	-12	0	-11	-6	9	-3	-3.1	23	0	-3
CCOC(=O)c1cc[nH]c1CC(=O)NC	4	-1	1	1	15	-4	-1.8	-12	-1	0
O=C(NCc1ccco1)c1cnccn1	-9	0	-1	5	5	0	2.3	-3	-6	.
COc1ccccc1OCC(=O)Nc1c2c(nn1-c1ccccc1)CS(=O)(=O)C2	6	0	-3	-1	-54	1	1.0	-32	4	1
COCCn1c(SCC(=O)Nc2ccc(N3CCOCC3)cc2)nc2ccccc21	-4	5	3	1	-8	0	-0.6	-17	-7	-6
COc1ccc([C@H]2CC(=O)C=C(c3ccc4c(c3)sc3ccccc34)C2)cc1	-9	.	-3	-2	-3	1	0.0	-6	4	-2
O=C1N(Cc2cccnc2)C[C@@H]2C[C@@H](c3ccc4nsnc4c3)N3CCC[C@@]123	-5	1	-3	-1	-8	3	-0.8	8	-1	-2
COc1ccc(C(=O)n2c(SC)nc3cc4c(cc32)OCCO4)cc1	22	-2	4	-6	-19	2	-0.2	26	-1	.
C=CCOc1cccc(/C=N/NC(=O)C(=O)NCc2ccco2)c1	5	5	-6	1	7	-3	0.6	22	0	.
COc1cccc(Oc2cn[nH]c2-c2ccc(O)cc2O)c1	4	16	-8	-17	0	4	0.1	28	0	.
Cc1csc(NC(=O)CNC(=O)OCc2ccccc2)n1	-6	0	-5	-16	3	0	-1.0	4	1	5
Cc1ccc(C(O)(CNCc2ccccc2)c2ccccc2)cc1 (centres undefined)	1	-3	-10	-3	2	-1	-2.0	11	-1	2
CCCOC(=S)Nc1ccccc1	6	-5	-3	-12	7	-2	0.3	-5	8	.
O=C1CC[C@@H]2C[C@@]3(C[C@@H]4CCN1[C@H]24)Nc1cc([N+](=O)[O-])ccc1NC3=NCc1ccccc1	17	.	6	-6	-3	-5	0.7	.	0	0
COc1ccnc(CSC(N)=Nc2ccccc2OC)c1	-7	1	3	-14	-34	-2	-1.1	-6	-2	.
O=c1c2c(C(F)(F)F)cc(C(F)(F)F)nc2[nH]n1-c1ccccc1	3	8	5	-6	-15	2	0.4	-1	0	-1
Cc1ccc(CNc2ccc([N+](=O)[O-])cc2C(N)=O)cc1	106*	.	?	-6	-31	11	-0.2	-15	0	20
NC(=O)C1(N2CCCCC2)CCN(C(=O)c2cccs2)CC1	-13	.	-4	1	-8	-3	-1.1	-20	3	0
CC(C)CN1CCC(=O)N([C@H](CN=[N+]=[N-])Cc2ccccc2)CC1	2	.	-2	-15	-6	2	0.3	5	-9	-2
O=C(c1ccc(S(=O)(=O)Nc2ccccc2F)cc1)N1CCN(c2ccccn2)CC1	5	.	-12	-7	4	-1	1.2	34	-1	-3
Cc1ccc2c3c([nH]c2c1C)-c1nonc1CC3	47	-2	5	-10	-12	3	0.0	25	2	11
N#Cc1ccccc1NC(=O)COC(=O)CN1C(=O)C2CCCCC2C1=O (centres undefined)	1	-1	-4	-11	-8	2	-12	-18	2	1
CCOC(=O)c1c(C)[nH]c(C)c1S(=O)(=O)N(C)CC(=O)Nc1cccc(F)c1	5	-4	3	-7	15	1	-0.3	12	1	-2

Looked up above:
`O=C1CC[C@@H]2C[C@@]3(C[C@@H]4CCN1[C@H]24)Nc1cc([N+](=O)[O-])ccc1NC3=NCc1ccccc1` @ CDK5 p35 inh = 0.7
`COCCn1c(SCC(=O)Nc2ccc(N3CCOCC3)cc2)nc2ccccc21` @ HTR5A inv ctr = -8

(further entries)
SMILES	MITF TRPM1 HTS	NSD2 inh	dFosB activator	PvdQ acylase	HTR5A inv ctr	HTR5A ag ctr	CDK5 p35 inh	SR-BI HDL uptake	V-ATPase pHluor	Wnt bcat act
O=[N+]([O-])c1ccccc1S(=O)(=O)NC1CCCCCCC1	-11	23	-12	-10	-28	0	1.3	-9	0	-1
O=c1cc(-c2ccccc2)[nH]c2cc(F)ccc12	-20	.	0	9	17	1	0.4	11	-1	-15
CCNC(=S)NNC(=O)c1ccc(=O)n(Cc2ccccc2)c1	-2	-1	-3	6	13	0	-2.7	-6	1	0
COc1ccc(N2CCN(C(=O)CNS(=O)(=O)c3ccc(C)cc3)CC2)cc1	1	0	-9	-10	-2	4	0.5	34	-3	0
COCCNC(=S)N1CCN(C(=O)C(=O)Nc2ccc(C(=O)OC)cc2)CC1	-10	-2	-5	-10	1	0	-2.4	-14	0	-2
O=C1C=C(c2ccc(C(=O)O)cc2)C[C@@H](c2ccc3c(c2)OCO3)C1	8	.	0	13	-10	-6	-1.4	5	0	5
O=C(NCCC1CCCCN1S(=O)(=O)c1ccccc1)C(=O)Nc1ccc(F)cc1F (centres undefined)	-16	-3	-5	6	4	-2	2.1	33	2	-3
Cc1cc(OCC(=O)Nc2ccc3c(c2)OCCO3)cc(C)c1Cl	-9	-3	-11	-13	-10	6	1.0	9	3	-2
Cc1ccc(S(=O)(=O)NC(CC(C)C)C(=O)N2CCC(C)CC2)cc1 (centres undefined)	14	1	-5	-7	-11	4	-0.3	-34	-1	-2
Cc1cc(S(=O)(=O)N2CCN=C2c2ccccc2)c(Cl)cc1Cl	0	-1	-7	2	7	-3	-0.1	8	1	-1
COc1ccc(N2CCN(Cc3nc(-c4ccccc4)no3)CC2)cc1	-7	16	-8	-8	4	-2	0.7	-18	1	0
C=CCOc1ccccc1CNc1ccc2c(c1)OCCO2	-34	1	-8	-7	8	6	0.8	-15	-2	.
COC(=O)c1cc(-c2ccc(S(=O)(=O)N3CCCC3)cc2)c(C(F)(F)F)s1	.	-3	-7	-8	-1	1	1.7	60	6	0
CC(C)(C)NC(=O)C(=O)NNC(=O)c1cccc([N+](=O)[O-])c1	16	-1	-4	-17	8	-1	-0.7	-9	-3	.
COc1cc2c(cc1OC)CN(C(=O)c1ccc3nc[nH]c3c1)CC2	-10	-1	-6	-3	12	6	-0.5	-9	-1	10
Cc1cc(C)n(CCc2nc(-c3ccc(F)cc3)cs2)n1	26	1	-1	6	9	-2	1.5	34	0	9
CCOC(=O)C1CCN(S(=O)(=O)c2ccc(C(=O)OC)cc2)CC1	-1	22	0	-14	2	8	-12	-3	-1	-1
COc1ccc2c(=O)c3c(=O)n(CCc4ccccc4)c(C)nc3oc2c1	.	2	-15	-14	.	.	-1.3	8	1	1
CSCCC(NC(=O)COc1ccccc1)C(=O)N1CCOCC1 (centres undefined)	6	-2	6	-16	-7	3	-0.6	-16	-1	-1
COc1ccc(C2=CSC3=C(C(=O)c4cccc(S(=O)(=O)N(C)C)c4)CCN23)cc1	.	10	-1	-22	-2	1	-0.6	.	3	.
CC(=O)c1cccc(NC(=O)c2nccnc2C(=O)O)c1	-7	0	4	-1	23	1	0.0	-24	-1	0
CCC1(c2ccccc2)SC(=O)NC1=O (centres undefined)	-8	-1	4	0	22	-6	-0.1	9	-4	0
O=C(Nc1ccc(C(F)(F)F)cc1)C1CCCCN1S(=O)(=O)c1ccccc1 (centres undefined)	19	-3	-6	-10	15	6	0.2	7	2	7
COc1ccc(S(=O)(=O)N2CCOCC2)cc1NC(=O)CCc1cc(OC)c(OC)c(OC)c1	3	1	-1	-8	2	2	0.4	6	-1	3
Cc1ccc(S(=O)(=O)CC(=O)N2CC(C)OC(C)C2)cc1 (centres undefined)	3	-2	6	6	6	-4	1.2	-47	-6	-1

(further entries)
SMILES	MITF TRPM1 HTS	NSD2 inh	dFosB activator	PvdQ acylase	HTR5A inv ctr	HTR5A ag ctr	CDK5 p35 inh	SR-BI HDL uptake	V-ATPase pHluor	Wnt bcat act
Cc1ccc(S(=O)(=O)N2C(=O)CCC2C(N)=O)cc1 (centres undefined)	0	1	4	-12	-26	-2	0.6	-11	-1	-1
Cc1ccc(C)c(OCC(=O)Nc2cccc(C(=O)O)c2)c1C	.	1	4	-6	2	4	-0.4	23	1	37*
CN(C)/C=N/c1ncc(C(=O)c2ccc3ccccc3c2)s1	30	-4	-16	1	10	-4	0.0	2	2	.
Cc1ccc(C)c(NC(=O)CSc2nnc([C@@H]3CCCN3C(=O)OC(C)(C)C)o2)c1	-3	-3	-4	-6	26	-4	-0.3	-3	-1	.
C=CCNc1nc(N)c([N+](=O)[O-])c(Nc2ccccc2OC)n1	5	22	0	9	1	0	-0.7	-4	-3	-1
CC12CCCC[C@@H]1CCC1C2CCC2(C)C1CC[C@@]2(O)CNCCO (some centres undefined)	15	2	1	-12	1	0	-0.6	-15	-4	-1
COc1cc(/C=C/C(=O)c2c(O)cc(C)oc2=O)cc(OC)c1O	.	-1	-6	2	-19	5	0.5	-14	-6	-2
Cc1c(NC(=O)CSc2ccc3c(c2)OCCO3)c(=O)n(-c2ccccc2)n1C	6	1	-8	-4	-28	-2	0.8	-14	0	-1
CC1CCCN(C(=O)c2cc(F)c(F)cc2Cl)C1 (centres undefined)	-5	0	-7	-4	-3	-2	0.8	-15	-2	-1
Cc1ccc(N(C)C(=O)c2cc(S(=O)(=O)N3CCCC3)cn2C)cc1	11	.	-1	1	-18	6	1.0	-27	-5	-6
O=C(/C=C/c1cccc(O)c1)c1ccc(N2CCOCC2)cc1	18	3	-11	1	-4	-1	1.1	.	2	23
CC(=N\O)/C(CN(C)C)=N/O	15	-3	3	-7	1	2	0.9	2	-4	.
CCOc1ccc(C(=O)N2CCCC2)cc1OC	-11	1	1	-10	0	7	-2.0	7	1	34*
O=c1[nH]c(N2CCN(c3ccccc3)CC2)nc2c1CCC2	4	0	-3	-9	-5	9	-1.6	-7	0	0
COc1cccc(-c2sc3cc(OC)c(OC)cc3c2-c2ccc(OCCN3CCCCC3)cc2)c1	-44	.	34*	-3	-13	4	0.0	-28	-1	.
CCCc1nn2c(=O)cc(CSCC(=O)Nc3nnc(CC)s3)nc2s1	-14	-4	2	13	17	2	-1.4	3	1	-2
Cc1ccc(CC(=O)NCc2ccc3c(c2)OCO3)cc1	16	3	0	-11	13	-3	-0.1	-6	1	-2
Cc1ccc(NC(=O)CC2Oc3ccc(C)cc3NC2=O)c(C)c1 (centres undefined)	-22	0	-1	0	-2	1	-0.7	-19	6	1
CN(C)N1C(N)=C(C#N)C(c2ccc(F)cc2)C2=C1CCCC2=O (centres undefined)	-1	0	4	-6	-5	2	0.0	-7	0	2
O=c1c2c3c(sc2n(CCN2CCCC2)c(=O)n1Cc1ccco1)CCCCC3	.	7	12	9	-4	-4	-0.2	8	-4	-4
COc1ccc(/C=N/NC(=O)c2cc[n+]([O-])cc2)cc1O	-5	1	3	-16	17	-6	-0.2	.	0	-3
CC(C)CC(=O)Nc1nnc(-c2ccco2)s1	66	-1	-6	-4	-3	4	-0.3	-16	2	.
CN(Cc1cccnc1)Cc1cn[nH]c1-c1ccc(-c2ccccc2)cc1	8	18	-9	-7	-1	-3	1.8	.	4	25
CC(=O)c1cccc(NC(=O)CCC2CCCC2)c1	35	-10	-4	10	-55	3	1.1	-14	-2	.
C=C(C)Cn1c(SCC#N)nc2ccccc2c1=O	-8	-1	-1	-13	-3	-1	0.4	-4	-1	.
